# Source: PubChem
# SIAH1 antagonists: Siah-1 peptide-binding antagonists, primary screen, biochemical, fluorescence polarization, rhodamine-plectin, uHTS (AID 1817); 290,000 tested, 0.02% active; one-dose displacement, % at 20 µM; IC50 in µM for titrated hits; E3 ubiquitin-protein ligase SIAH1 (Homo sapiens); Siah-1 / rhodamine-plectin peptide fluorescence polarization; higher % means a stronger effect;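 active = displacement of at least 50% at 20 µM, with a fluorescence ratio check between 0.3 and a set limit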;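 also: plate controls were Siah plus tracer with DMSO for no effect and tracer alone without Siah for full effect; strong numbers were not always called active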
# GPR55 activation: GPR55 agonists via beta-arrestin recruitment, primary screen, imaging, U2OS cells, beta-arrestin-GFP redistribution (AID 1961) | G-protein coupled receptor 55 (Homo sapiens) | U2OS GPR55 beta-arrestin-GFP redistribution imaging; higher % means a stronger effect | activation, % at 10 µM; hits with a dose series show EC50 in µM | 290,000 tested, 0.048% active;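 active = activation above 40% with more than 50 cells counted in the well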;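 also: U2OS osteosarcoma cells stably expressing GPR55 and beta-arrestin-GFP; plate controls were DMSO negative control for no effect and LPI positive control for full effect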
# NOD1 inhibition: NOD1 signaling inhibitors, primary screen, cell-based, luminescence, uHTS (AID 1578); NOD1-driven NF-kB luciferase reporter cells, luminescence; higher % means a stronger effect; one-dose inhibition, % at 4 µM; EC50 in µM for titrated hits; 290,000 tested, 1% active; in the data active = inhibition mostly above about 36%, no sharp cut-off; inactive = mostly below about 34%;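 also: HEK-293T reporter cells stimulated with the NOD1 agonist gamma-tri-DAP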
# AID2073: inhibitors of Mint1-CaV2.2 protein interaction, biochemical, HTRF (AID 2073); Voltage-dependent N-type calcium channel subunit alpha-1B (Homo sapiens); HTRF protein-protein interaction, Mint1-CaV2.2; higher % means a stronger effect; inhibition, % at 20 µM; hits with a dose series show IC50 in µM; 290,000 tested, 0.19% active; in the data active = inhibition mostly above about 51%, no sharp cut-off; also: some results filed as inactive read as strong as hits
# GPR35 arrestin U2OS: GPR35 antagonists blocking zaprinast-driven arrestin recruitment, primary screen, imaging, U2OS, beta-arrestin-GFP, zaprinast agonist (AID 2058). U2OS GPR35 beta-arrestin-GFP translocation imaging, zaprinast antagonism; higher % means a stronger effect. 290,000 tested, 0.052% active. inhibition, % at 10 µM; hits with a dose series show IC50 in µM;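 active = inhibition of at least 50% with at least 30 cells and total cytoplasm GFP at most 10,000,000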
# GPR55 antagonists: GPR55 antagonists blocking LPI-driven arrestin recruitment, primary screen, imaging, U2OS, beta-arrestin-GFP, LPI agonist (AID 2013) | U2OS GPR55 beta-arrestin-GFP translocation imaging, LPI antagonism; higher % means a stronger effect | 290,000 tested, 0.13% active | inhibition, % at 10 µM, or IC50 in µM where a hit was titrated | G-protein coupled receptor 55 (Homo sapiens);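 active = spots per cell inhibited over 60%, with over 100 cells counted and total cytoplasm intensity under 500,000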;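 also: U2OS cells stably carrying GPR55 and arrestin-GFP stimulated by 5 µM LPI near EC80; imaged beta-arrestin-GFP aggregate spots per cell after agonist stimulation; plate controls were LPI-stimulated DMSO wells for no effect and DMSO wells without LPI for full effect; some results filed as inactive read as strong as hits; confirmed hits need IC50 under 10 µM and bright autofluorescent wells are also inconclusive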
# KOR beta-arrestin-1: KOR agonists, beta-arrestin recruitment, primary screen, cell-based, luminescence, uHTS (AID 1777). KOR beta-arrestin recruitment, luminescence; higher % means a stronger effect. activation, % at 10 µM, or EC50 in µM where a hit was titrated. 280,000 tested, 0.02% active; in the data active = activation above about 50%, passing the limit was not always enough; also: a part of the inactive calls stands beside numbers as strong as those of hits
# HIV fusion peptide: inhibitors of HIV fusion peptide binding, primary screen, biochemical, uHTS, fluorescence dequenching (AID 1986); cell-free peptide binding, fluorescence dequenching, 30 min; higher % means a stronger effect; inhibition, % at 20 µM; hits with a dose series show IC50 in µM; 290,000 tested, 0.3% active; in the data active = inhibition mostly above about 52%, no sharp cut-off; inactive = mostly below about 76%; also: some results filed as inactive read as strong as hits
# KOR beta-arrestin-2: KOR antagonists, beta-arrestin recruitment, cell-based, luminescence, uHTS (AID 1778) | 290,000 tested, 0.091% active | KOR beta-arrestin recruitment, luminescence, antagonist mode; higher % means a stronger effect | inhibition, % at 10 µM, or IC50 in µM where a hit was titrated | Kappa-type opioid receptor (Homo sapiens); in the data active = inhibition above about 50%; also: strong numbers were not always called active
# The depositor's hits bear a star; / = no result given; [ ] = another dose, or the depositor's remark. Only part of the results is shown; count on the stated rates, not on these rows.
no. | SMILES | SIAH1 antagonists | GPR55 activation | NOD1 inhibition | AID2073 | GPR35 arrestin U2OS | GPR55 antagonists | KOR beta-arrestin-1 | HIV fusion peptide | KOR beta-arrestin-2
1 | Cc1n[nH]c(C)c1S(=O)(=O)N(CC(=O)N1CCc2ccccc21)c1ccc(C(C)C)cc1 | -5% | -0.1% | -17% | -4% | -4% | -7% | 12% | 0.7% | -2%
2 | CCN1CCN(c2ncnc3sc4c(c23)CCC(C)C4)CC1 (configuration not stated) | -1% | -0.1% | -3% | -12% | -1% | 9% | 3.7% | 0.1% | -13%
3 | Cc1cc(C)c(C)c(S(=O)(=O)NC(C(=O)O)C(C)C)c1C (configuration not stated) | -3% | 0.2% | -18% | -3% | -1% | 6% | -2.8% | 2.1% | -3%
4 | COc1ccc(-n2nc(C(=O)NCC(=O)NCCc3ccc(OC)c(OC)c3)c3ccccc3c2=O)cc1 | 6% | 0.2% | -17% | 11% | -1% | 1% | -1.4% | 1.2% | 4%
5 | COC(=O)c1sccc1NC(=O)NC1CCCCC1 | -4% | -0.4% | -22% | 8% | 8% | 6% | -7.5% | 2.0% | 2%
6 | CCN1C(C)=C(C)S/C1=C1\SC(=S)N(C2CCCCC2)C1=O | 1% | 0.1% | -15% | -4% | 8% | 6% | / | 28% | -44%[20 µM]
7 | O=C(O)Cn1ncn(-c2ccc(OC(F)(F)F)cc2)c1=O | -5% | -0.4% | -34% | -4% | 3% | 5% | -1.7% | -0.4% | -3%
8 | C[C@@H]1C(NC(=O)c2ccccc2)CC2CC1C2(C)C (some centres not stated) | -4% | 2.0% | 41% | 8% | 7% | -28% | -4.2% | 0.6% | -18%
9 | N#Cc1cccc(Cn2nnc(-c3ccccc3)n2)c1 | 0% | 0.4% | -19% | 4% | -3% | 5% | -2.8% | -1.1% | 21%
10 | C=CCN1C(=O)C(CC(=O)Nc2ccc(OCC)cc2)N(Cc2ccccn2)C1=S (configuration not stated) | -5% | -0.3% | -14% | 7% | 2% | -1% | 0.7% | 6.2% | 1%
11 | O=C(COc1ccc(F)cc1F)NNC(=O)Nc1cccc([N+](=O)[O-])c1 | 5% | -0.1% | -20% | 1% | 3% | 1% | 4.1% | -1.8% | -1%
12 | CCOC(=O)N1CCN(C(=O)c2ccc(OC(C)=O)cc2)CC1 | 0% | -0.6% | -37% | 0% | -11% | -4% | 6.0% | 0.3% | -22%
13 | C/C(=N\O)C(C)(C)Nc1cccc(Br)c1 | -3% | -0.2% | -4% | 5% | 11% | 3% | / | -0.6% | 7%
14 | O=C(Nc1cccc(-c2ccc(F)cc2)c1)C1CCCN(C(=O)c2cscn2)C1 (configuration not stated) | 4% | -0.1% | -15% | 3% | 2% | 21% | 1.0% | -2.2% | -16%
15 | O=C(N/N=C/c1ccc(OC(=O)c2ccccc2)cc1)c1cccc(O)c1 | -1% | -1.0% | -38% | 11% | -4% | 7% | -11% | 0.8% | -31%
16 | Cc1cc(=O)c(C(=O)O)nn1-c1ccccc1C(F)(F)F | 4% | 0.2% | -22% | -7% | 17% | 0% | 2.5% | -0.7% | -7%
17 | O=C(COc1ccc(S(=O)(=O)NC2CCCCC2)cc1)NC1CCCCC1 | 0% | -0.2% | -38% | -3% | -6% | 0% | -1.3% | -0.3% | -3%
18 | COc1ccc2[nH]c(C(=O)O)c(NS(=O)(=O)c3ccc(OC)c(OC)c3)c2c1 | 8% | -0.1% | 5% | -8% | -1% | -4% | -0.4% | 2.8% | 40%
19 | O=C(O)CNS(=O)(=O)c1ccc(-c2ccccc2)cc1 | 6% | -0.1% | 4% | -2% | -3% | 75%* | 2.4% | 4.2% | -14%
20 | COc1ccc(-c2cc(-n3c(C(F)(F)F)nc4ccccc43)n(CCC#N)n2)cc1 | -7% | 0.0% | 9% | -6% | 2% | 6% | -3.2% | -1.4% | 14%
21 | C/C(=C\C(=O)c1ccccc1)NNC(=O)c1ccc(Cl)cc1 | 15% | -0.2% | -1% | 1% | 6% | 4% | -5.8% | -0.5% | 0%[20 µM]
22 | COCc1cc(C)nc2sc(C(=O)NN)c(-n3cccc3)c12 | 9% | 0.1% | -6% | 13% | -3% | 6% | -7.5% | 0.8% | 19%
23 | CCOc1ccc(Nc2nc(N)c([N+](=O)[O-])c(N3CCOCC3)n2)cc1 | -4% | 0.0% | 5% | 1% | -2% | 8% | -5.8% | -1.7% | -9%
24 | COc1ccc(CC(=O)N/N=C(\C)CC(=O)Nc2ccc3c(c2)OCCO3)cc1OC | 1% | 0.3% | -20% | 2% | 2% | 5% | -3.9% | -1.2% | -9%
25 | COc1ccc(-c2noc(CSc3nnc(-c4ccncc4)n3-c3ccc(F)cc3)n2)cc1OC | 4% | 0.1% | / | 4% | 6% | 14% | -0.5% | 1.7% | 8%
26 | CC(C)c1c(C(=O)N/N=C/c2ccccc2OCc2c(F)cccc2Cl)nnn1-c1nonc1N | 3% | 0.2% | 3% | 12% | -4% | 13% | -3.5% | 0.4% | -8%
27 | COc1ccc(S(=O)(=O)N2CCN(Cc3ccc(OC)c(OC)c3)CC2)cc1 | 0% | -0.1% | 25% | -2% | -2% | -1% | 6.2% | 1.9% | -42%[20 µM]
28 | CCCN(CCC)C(=O)C1CC(=O)OC12CCOC(C)(C)C2 (configuration not stated) | 0% | 0.0% | -11% | -6% | -13% | 6% | 3.4% | 0.8% | /
29 | O=[N+]([O-])c1ccc(/C=N/N2CCN(Cc3ccccc3)CC2)cc1 | 3% | -0.4% | -21% | -3% | 2% | 0% | -3.7% | 0.5% | -14%[20 µM]
30 | COc1ccc(C(CC(=O)Nc2cc(OC)cc(OC)c2)n2cccc2)cc1 (configuration not stated) | 12% | -0.3% | -16% | -3% | -5% | 7% | 9.8% | 1.5% | 19%
31 | S=C(NCc1ccccc1)NCc1cccc(Cl)c1 | 10% | -0.1% | -6% | 9% | 1% | 5% | 0.9% | 0.3% | -13%
32 | C=CCOC(=O)C1=C(C)NC(SCC(=O)N(CC)CC)=C(C#N)C1c1ccco1 (configuration not stated) | 2% | -0.1% | -26% | -4% | 11% | 7% | -8.1% | 1.0% | 8%
33 | Cc1ccc(Cl)cc1NC(=S)N(CCCN1CCN(C)CC1)Cc1cccs1 | 2% | -0.4% | -13% | -28% | -13% | 13% | 0.2% | -1.7% | -5%
34 | O=C(NC(O)C(=O)c1cccs1)c1cccnc1 (configuration not stated) | 1% | -0.2% | -16% | 0% | 15% | 4% | 1.8% | 1.5% | -15%
35 | CC(=O)/C=C/c1ccc2ccccc2n1 | -1% | -0.1% | 50% | 6% | 8% | 6% | 0.4% | -1.5% | -7%
36 | CCOC(=O)c1cnn(-c2ccccc2)c1-n1cccc1 | -1% | 0.2% | -1% | 8% | -3% | 14% | -0.4% | 1.3% | 11%
37 | CC(=O)OCc1c(F)c(F)c(-n2nc(C)cc2C)c(F)c1F | 0% | 0.1% | 4% | -10% | -15% | 0% | / | 1.0% | -18%
38 | Cc1nc2ccccc2c(=O)n1CCCn1ccnc1 | 0% | -0.3% | -16% | -1% | 2% | 6% | -3.7% | -2.4% | 20%
39 | O=C(NCc1cccs1)C1CCC(=O)N(Cc2cccc(C(F)(F)F)c2)C1 (configuration not stated) | -4% | 0.3% | 9% | 5% | 9% | -2% | 7.0% | 0.7% | -36%
40 | COc1ccccc1NC(=O)CSc1nnc(-c2ccccn2)o1 | 5% | -0.1% | -2% | -4% | -7% | -13% | -5.1% | 1.8% | 1%
41 | COc1ccc(C2=Nn3c(nnc3-c3ccco3)SC2)cc1 | -4% | -0.1% | 6% | 2% | -2% | 5% | 2.6% | 1.2% | 26%
42 | O=C(Cc1ccc(S(=O)(=O)N2CCCC2)s1)Nc1nc2c(s1)CCCC2 | 2% | -0.1% | -22% | 0% | 6% | 4% | -2.6% | 22% | -19%
43 | C=CCc1c(C)[nH]c(=S)c(C#N)c1C | 2% | -0.2% | 0% | -22% | 6% | 9% | -4.0% | -3.0% | 16%
44 | Cc1cc(Cl)ccc1C(=O)C1CCCN(C(=O)c2n[nH]c3c2CCCC3)C1 (configuration not stated) | 19% | 0.1% | -8% | 10% | 5% | 4% | -1.7% | -0.5% | -8%
45 | CCOC(=O)C1=C(C)NC(=S)NC1c1ccc(OCC(=O)N2CCCCCC2)cc1 (configuration not stated) | -1% | 0.3% | -34% | -16% | 7% | 2% | 1.5% | -0.8% | -7%
46 | O=S(=O)(NCCN1CCOCC1)c1cccc(C(F)(F)F)c1 | -2% | 0.1% | 2% | 16% | 18% | 2% | -4.3% | -0.8% | -22%[20 µM]
47 | Cc1cccc(NC(=O)c2ccc(C(=O)Nc3cccc(C)c3)nc2)c1 | -5% | 0.1% | 63%* | 18% | -4% | -5% | 6.3% | 0.7% | -157%
48 | COC(=O)c1cn(NC(=O)Cn2nc([N+](=O)[O-])c(Br)c2C)c(=O)c2ccccc12 | 3% | -0.3% | -23% | 25% | -5% | 14% | -4.9% | -1.0% | 9%
49 | CC1CCN(CC(=O)Nc2cc(C(F)(F)F)ccc2Cl)CC1 | 5% | -0.2% | -45% | 10% | 5% | 4% | 4.2% | -0.8% | -3%
50 | Cc1nn(-c2ccccc2)c(N2CCCC2)c1/C=N/Nc1ccc(S(N)(=O)=O)cc1[N+](=O)[O-] | -5% | 0.3% | -45% | 7% | 7% | 33% | 5.8% | -5.8% | -6%
51 | CCCSc1nnc(CSc2nc3nc(C)cc(C)n3n2)o1 | 0% | -0.1% | -12% | -3% | 0% | -12% | -3.3% | -1.4% | 18%
52 | CCCN1Cc2cccc(C(=O)NCc3ccc4c(c3)OCO4)c2C1=O | -2% | -0.1% | / | -7% | -10% | 1% | 0.4% | -0.9% | -28%

# Entries 37 to 38, reprinted for reference:
no. | SMILES | SIAH1 antagonists | GPR55 activation | NOD1 inhibition | AID2073 | GPR35 arrestin U2OS | GPR55 antagonists | KOR beta-arrestin-1 | HIV fusion peptide | KOR beta-arrestin-2
37 | CC(=O)OCc1c(F)c(F)c(-n2nc(C)cc2C)c(F)c1F | 0% | 0.1% | 4% | -10% | -15% | 0% | / | 1.0% | -18%
38 | Cc1nc2ccccc2c(=O)n1CCCn1ccnc1 | 0% | -0.3% | -16% | -1% | 2% | 6% | -3.7% | -2.4% | 20%

# Entries listed so far printed as active in NOD1 inhibition.
no. | SMILES | SIAH1 antagonists | GPR55 activation | NOD1 inhibition | AID2073 | GPR35 arrestin U2OS | GPR55 antagonists | KOR beta-arrestin-1 | HIV fusion peptide | KOR beta-arrestin-2
47 | Cc1cccc(NC(=O)c2ccc(C(=O)Nc3cccc(C)c3)nc2)c1 | -5% | 0.1% | 63%* | 18% | -4% | -5% | 6.3% | 0.7% | -157%
